UGM FP inh: M. tuberculosis UGM enzyme inhibitors, primary screen, biochemical, fluorescence polarization, single point. inhibition, % at 10 µM. 320,000 compounds, 0.06% hits. purified UGM, fluorescence polarization probe displacement; in the data active = inhibition above about 10%, passing the limit was not always enough; inconclusive = no clear call, values can overlap the other calls
Target sequence (P9WIQ1 whole entry, looked up): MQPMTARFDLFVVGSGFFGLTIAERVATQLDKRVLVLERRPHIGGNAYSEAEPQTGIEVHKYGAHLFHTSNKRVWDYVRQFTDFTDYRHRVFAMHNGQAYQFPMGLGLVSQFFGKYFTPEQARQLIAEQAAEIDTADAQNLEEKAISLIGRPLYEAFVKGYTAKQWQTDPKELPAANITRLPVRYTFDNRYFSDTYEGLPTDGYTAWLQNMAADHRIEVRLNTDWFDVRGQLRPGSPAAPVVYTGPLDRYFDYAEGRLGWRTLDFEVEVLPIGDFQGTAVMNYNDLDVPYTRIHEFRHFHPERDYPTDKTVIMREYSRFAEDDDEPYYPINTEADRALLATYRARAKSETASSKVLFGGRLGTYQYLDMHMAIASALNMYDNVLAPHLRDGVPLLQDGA
FadD28 FP inh: inhibitors of FadD28 bisubstrate probe binding, primary screen, biochemical, fluorescence polarization, single point; Mycobacterium tuberculosis FadD28 fatty-acid-AMP ligase; inhibition, % at 12.5 µM; AID 588549, 2011; 360,000 compounds, 0.22% hits; in the data active = inhibition above about 8.5%, passing the limit was not always enough; inconclusive = no clear call, values can overlap the other calls
CCHFV vOTU inh: CCHFV vOTU protease inhibitors, primary screen, biochemical, Pep-AMC substrate, fluorescence; inhibition, % at 11.5 µM; 370,000 compounds, 0.55% hits; AID 651958, 2012; also: 0% = vehicle wells with enzyme and 100% = no enzyme wells
PrPC TRFRET: inhibitors of human cell surface prion protein PrPC, primary screen, cell-based, TR-FRET | TR-FRET read-out | 370,000 compounds, 0.43% hits | Major prion protein (Homo sapiens), P04156 | inhibition, % at 13.8 µM | AID 720596, 2013; in the data active = inhibition above about 24%; also: 0% = median of the test wells and 100% = reference compound wells
BoNT A protease: BoNT/A light chain protease inhibitors, primary screen, biochemical, flow cytometry, MLPCN library. Botulinum neurotoxin type A light chain protease (Clostridium botulinum A str. ATCC 3502). multiplex microsphere protease substrate cleavage. inhibition, % at 10 µM. 360,000 compounds, 0.17% hits; in the data active = inhibition above about 30%; inconclusive = no clear call, values can overlap the other calls; also: plate controls were buffer without enzyme for full effect and enzyme alone for no effect
BoNT-F LC inh: BoNT/F light chain protease inhibitors, primary screen, biochemical, flow cytometry, MLPCN library. 360,000 compounds, 0.22% hits. Botulinum neurotoxin type F light chain protease (Clostridium botulinum). inhibition, % at 10 µM. Multiplex microsphere protease cleavage assay; in the data active = inhibition above about 35%, passing the limit was not always enough; inconclusive = no clear call, values can overlap the other calls; also: plate controls were buffer without enzyme for full effect and enzyme alone for no effect
GDH-TPI counter: GDH-TPI coupling enzyme inhibitors, primary screen, artefact control for M. tuberculosis FBA inhibitor project, biochemical, absorbance, full deck; GDH-TPI coupled enzyme counterscreen, NADH absorbance; 360,000 compounds, 1.2% hits; inhibition, % at 4.8 µM;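 also: 0% = DMSO wells and 100% = wells lacking the enzyme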
FBA Mtb inh: Mtb FBA enzyme inhibitors, primary screen, biochemical, fluorescence, strain H37Rv. purified M. tuberculosis FBA, fluorescence read-out. 360,000 compounds, 2.3% hits. inhibition, % at 1 µM; in the data active = inhibition above about 27%;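 also: 0% = vehicle and 100% = reference inhibitor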
Target sequence (P9WQA3 whole entry, looked up): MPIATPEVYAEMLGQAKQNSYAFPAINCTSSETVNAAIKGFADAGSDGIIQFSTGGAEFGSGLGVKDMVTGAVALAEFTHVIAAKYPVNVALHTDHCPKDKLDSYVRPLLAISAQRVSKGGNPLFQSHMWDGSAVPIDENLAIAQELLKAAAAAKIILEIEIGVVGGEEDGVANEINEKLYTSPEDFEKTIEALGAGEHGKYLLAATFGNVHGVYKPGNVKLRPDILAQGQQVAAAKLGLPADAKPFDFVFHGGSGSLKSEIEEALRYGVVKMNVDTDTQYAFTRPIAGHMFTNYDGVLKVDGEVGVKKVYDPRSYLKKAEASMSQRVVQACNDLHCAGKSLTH
BioA inh: M. tuberculosis BioA enzyme inhibitors, primary screen, biochemical, plate reader, single point, HTS. inhibition, % at 9.99 µM. purified M. tuberculosis BioA enzyme. 360,000 compounds, 0.096% hits. AID 602481, 2012; in the data active = inhibition above about 40%; inconclusive = no clear call, values can overlap the other calls
Numbers without * were called inactive; ? = inconclusive; / = no result given. Rule as the data show it, unless noted: active = inhibition above about 30%; inactive = the rest.

SMILES	UGM FP inh	FadD28 FP inh	CCHFV vOTU inh	PrPC TRFRET	BoNT A protease	BoNT-F LC inh	GDH-TPI counter	FBA Mtb inh	BioA inh
O=C(NC(=S)NC(=O)c1ccccc1F)c1ccccc1F	1.9	0.3	6	-1	0.7	-3	2	1	/
Cn1ccnc1SCC(=O)Nc1nc2ccccc2s1	5.5	-3.7	3	3	0.0	-9	3	15	/
O=C(/C=C/c1ccccc1)N1CCC(c2ccccc2)C1 (configuration not stated)	1.1	-5.3	-8	5	-0.8	-4	7	0	3.7
CCOC(=O)c1sc(NC(=O)COC(=O)c2ccco2)nc1C	-3.7	-1.1	-1	-4	/	/	12	2	-3.8
CC(=O)Nc1sc(C)c(C)c1C(=O)OCC(=O)NC(C)c1ccccc1 (configuration not stated)	/	-1.1	16	3	/	/	2	0	-0.9
O=C(NN1CCOCC1)c1cc(-c2ccc(Br)cc2)nc2ccccc12	0.6	-2.4	-15	-3	0.3	-7	7	1	1.3
COc1ccccc1/C=C/C(=O)OCC(=O)Nc1ccc2c(c1)OCO2	-0.4	-2.9	-4	2	-0.2	-10	9	6	-1.7
O=C(O)c1ccc(NS(=O)(=O)c2ccc3c(c2)C(=O)c2ccccc2C3=O)cc1	6.9	0.4	-2	-23	-0.5	-2	11	1	/
COc1ccccc1N1C(=O)C2C(c3ccc(F)cc3)NN(C(=O)c3ccc(C)cc3)C2C1=O (configuration not stated)	3.8	-1.2	9	-1	-1.0	-8	13	3	-2.3
CCn1nnc(NC(=O)c2ccc(C(C)(C)C)cc2)n1	2.2	-1.2	-12	1	0.6	-1	0	0	-1.1
CCN(Cc1ccccc1)C(=O)c1ccc(C(=O)N(CC)Cc2ccccc2)cc1	2.3	-1.6	17	-1	0.0	?	-7	3	0.3
CN(CC(=O)Nc1ccc(F)cc1)C(=O)C1CC(=O)N(Cc2ccccc2)C1 (configuration not stated)	0.3	0.1	13	4	0.0	-1	1	0	1.8
Cc1noc(C(=O)Nc2sc3c(c2C#N)CCC3)c1Cl	-0.2	1.7	1	6	0.3	-4	9	6	-0.3
COc1ccc(-c2ccc(-c3noc(C4CCCCC4)n3)c(OC)n2)cc1	2.6	-3.0	-12	0	0.7	-14	7	28*	/
COc1ccc(NC(=O)CSc2ccc(C)cc2)cc1	-4.4	-0.4	9	6	0.3	-10	5	4	-1.5
O=C(NNC(=S)Nc1cccc(C(F)(F)F)c1)c1ccccc1Cl	0.2	1.6	2	9	-1.7	-6	0	2	1.4
COC(=O)[C@@]12CCCN1[C@H](c1ccc(SC3CCCCC3)cc1)[C@H]1C(=O)N(C)C(=O)[C@H]12	-4.4	0.3	-3	2	-1.5	-2	1	-1	-0.9
CCCn1c(C(C)NC(C)=O)nc2ccccc21 (configuration not stated)	2.4	-0.1	0	0	0.3	-5	-4	7	-4.9
COc1cccc(NC(=O)C2CCN(S(=O)(=O)c3ccc4[nH]c(=O)ccc4c3)CC2)c1	-1.7	-4.1	-6	2	-0.4	-6	-1	6	-1.1
CCOC(=O)C(NC(=O)Nc1ccc(Cl)cn1)(Oc1ccc(F)cc1)C(F)(F)F (configuration not stated)	0.0	-0.4	17	4	-1.4	-20	-1	4	3.1
CC1(C)c2ccccc2-n2c1cc1oc(=O)cc(O)c1c2=O	0.4	-1.6	17	5	/	/	15	-1	-0.5
Cc1c(F)cccc1NS(=O)(=O)c1ccc2c(c1)NC(=O)CO2	0.0	-0.4	4	2	-0.2	-6	3	-3	/
N#CNC1=NCN(Cc2ccccc2)CN1	2.9	-2.4	-2	-4	0.6	8	-6	1	/
CC[C@H](C)[C@H](NC(=O)c1ccc(Cl)cc1)C(=O)OCC(=O)c1c(N)n(C)c(=O)n(C)c1=O	0.0	-3.4	28	10	-0.1	-1	-5	-2	-0.7
c1ccc(Oc2nc(N3CCOCC3)nc(N3CCOCC3)n2)cc1	1.1	2.7	-1	3	0.1	-1	12	1	-1.8

(next part)
SMILES	UGM FP inh	FadD28 FP inh	CCHFV vOTU inh	PrPC TRFRET	BoNT A protease	BoNT-F LC inh	GDH-TPI counter	FBA Mtb inh	BioA inh
O=C(CSCc1cccc(Br)c1)N1CCOCC1	-0.1	-13	-6	7	-2.5	-5	-7	-6	-3.0
COc1ccc(/C=N/NC(=O)c2c(C)nc3ccccn23)cc1[N+](=O)[O-]	0.0	-1.8	0	-1	-0.5	-6	38*	1	/
CCOC(=O)N1CCC(N2Cc3cccc(C(=O)Nc4ccccc4OC)c3C2=O)CC1	2.2	-5.0	3	-7	-0.9	-1	-2	-1	2.6
Cc1csc(NC(=O)CCS(=O)(=O)c2ccc(Br)cc2)n1	-0.5	-3.8	3	-6	-0.9	-16	-6	-1	-1.6
COc1ccc(OC)c(/C=N/NC(=O)c2[nH]nc3c2CCc2ccccc2-3)c1	2.5	-1.2	-13	8	-2.8	-12	15	45*	/
c1ccc(Nc2nnc(-c3cccnc3)s2)cc1	1.9	-0.1	-9	0	2.2	1	19	-1	/
O=C(NCc1ccccc1CN1CCCC1)c1ccc(S(=O)(=O)Nc2ccccc2)cc1	/	-2.6	-12	-11	-0.5	-4	14	4	-1.2
COc1ccc(CN2CCN(C(=O)Cn3nc(C)n4cccc4c3=O)CC2)c(OC)c1OC	3.5	-4.1	12	1	-0.2	4	2	3	0.2
CCOC(=O)C1=C(C)NC(=O)CC1c1ccccc1 (configuration not stated)	2.2	-3.5	11	7	0.4	-4	-3	-2	0.5
CCOC(=O)CCNC(=O)N1CCCC(CCC(=O)N(C)CCc2ccccn2)C1 (configuration not stated)	1.0	0.1	-2	-9	0.4	8	-1	9	/
CCOC(=O)C(CCC#N)(CCC#N)C(=O)OCC	2.1	-1.2	-7	-1	?	-3	6	2	-0.1
C/C=C(\C)C(=O)NCCN1C2=NC[C@@H](C)N2C[C@H]1Cc1ccc(O)cc1	-1.5	0.4	-7	2	-0.2	-9	9	5	0.1
CCOc1ccc(CC(=O)NNC(=O)NC2CCCCC2)cc1	2.9	-3.4	-4	-6	-1.2	-3	-10	6	/
O=C(c1ccccc1)N1CCN(CC(O)COC2CCCCC2)CC1 (configuration not stated)	-3.2	-2.0	5	-1	-0.3	-3	-3	-1	/
COc1ccc(C(O)P(=O)(OCc2ccccc2)c2ccc(N(C)C)cc2)cc1 (configuration not stated)	-2.9	-4.1	2	5	-1.9	?	-2	-3	-1.3
Cc1cc(C)c2sc(N(CCCN(C)C)C(=O)CN3C(=O)c4ccccc4C3=O)nc2c1	-1.4	-2.5	5	-5	-1.3	-15	4	1	-1.8
O=C(Nc1ccc2c(c1)nc1n2CCSC1)c1ccccc1	3.2	-3.4	0	3	0.5	0	5	4	5.7
Cc1ccc2nc(C(=O)O)c(C(=O)O)nc2c1	-0.3	-0.2	-12	-1	0.8	3	23	0	-1.3
COc1ccc(CCNC(=O)c2ccc(Cl)cc2Cl)cc1OC	-1.6	-0.5	-3	-8	-0.2	-5	-3	4	/
COc1cc(Br)cc2cc(C(=O)N3CCN(C(=O)c4ccco4)CC3)c(=O)oc12	-2.1	1.7	-8	-5	0.8	-5	6	-3	3.6
C/C(CC(=O)NC12CC3CC(CC(C3)C1)C2)=N\NC(=O)c1ccc(C)cc1	2.3	0.0	-7	16	-1.0	-11	0	2	/
CCOC(=O)C1CCCN(S(=O)(=O)c2ccc3c4c2CC(=O)N4CC(C)S3)C1 (configuration not stated)	1.1	-2.4	0	-5	0.6	2	-1	3	1.0
COC(=O)C1=C(c2ccccc2OCc2ccccc2)C[C@@H]2CC[C@H]1N2C	/	-4.1	9	-4	-0.1	3	-10	1	2.8
CC(C)Cc1cc(C(=O)Nc2ccc(Br)cc2)no1	-4.7	-1.2	3	10	0.5	10	-4	5	/
CCc1ccc(S(=O)(=O)Nc2ccncc2)cc1	-0.7	-4.4	-14	3	-0.2	9	-6	-2	-0.2

Sorted by number of heavy atoms (rising): four of the compounds above
SMILES	UGM FP inh	FadD28 FP inh	CCHFV vOTU inh	PrPC TRFRET	BoNT A protease	BoNT-F LC inh	GDH-TPI counter	FBA Mtb inh	BioA inh
c1ccc(Nc2nnc(-c3cccnc3)s2)cc1	1.9	-0.1	-9	0	2.2	1	19	-1	/
O=C(Nc1ccc2c(c1)nc1n2CCSC1)c1ccccc1	3.2	-3.4	0	3	0.5	0	5	4	5.7
COc1ccc(CCNC(=O)c2ccc(Cl)cc2Cl)cc1OC	-1.6	-0.5	-3	-8	-0.2	-5	-3	4	/
CCOC(=O)N1CCC(N2Cc3cccc(C(=O)Nc4ccccc4OC)c3C2=O)CC1	2.2	-5.0	3	-7	-0.9	-1	-2	-1	2.6

Other results follow:
SMILES	UGM FP inh	FadD28 FP inh	CCHFV vOTU inh	PrPC TRFRET	BoNT A protease	BoNT-F LC inh	GDH-TPI counter	FBA Mtb inh	BioA inh
NC(=O)c1ccc(Oc2ccc(C(N)=O)cc2)cc1	0.1	-1.4	8	-4	-0.5	0	16	-4	-1.9
c1ccc(CN(Cc2ccccc2)C(c2ccnc3ccccc23)c2nnnn2-c2ccc3c(c2)OCCO3)cc1 (configuration not stated)	/	/	5	2	0.2	-12	/	/	/
CCOC(=O)c1sc(NC(=O)CSc2nc3c(cc2C#N)CCCCCC3)c(C#N)c1C	-1.4	-0.7	-5	8	?	-9	18	-1	-5.0
O=C(Nc1ccc(F)cc1F)c1c(C(F)(F)F)ccnc1Oc1ccccc1	2.2	-2.2	2	0	-0.3	-4	-4	0	-0.4
CC(C)(C)NC(=O)C[C@H]1C[C@H](C(=O)N2CCCCC2)[C@@]2(C)c3[nH]c4cc(-c5ccco5)ccc4c3CCN2C1=O	/	-3.4	-8	4	-0.3	0	3	21	0.1
COc1ccc(N2CCN(CC(=O)Nc3ccc(C)cc3Br)CC2)cc1	/	-1.3	-4	5	1.8	0	22	-2	-0.1

In another format: 4 of the compounds above
smiles,UGM FP inh,FadD28 FP inh,CCHFV vOTU inh,PrPC TRFRET,BoNT A protease,BoNT-F LC inh,GDH-TPI counter,FBA Mtb inh,BioA inh
NC(=O)c1ccc(Oc2ccc(C(N)=O)cc2)cc1,0.1,-1.4,8,-4,-0.5,0,16,-4,-1.9
c1ccc(CN(Cc2ccccc2)C(c2ccnc3ccccc23)c2nnnn2-c2ccc3c(c2)OCCO3)cc1 (configuration not stated),/,/,5,2,0.2,-12,/,/,/
CCOC(=O)c1sc(NC(=O)CSc2nc3c(cc2C#N)CCCCCC3)c(C#N)c1C,-1.4,-0.7,-5,8,?,-9,18,-1,-5.0
O=C(Nc1ccc(F)cc1F)c1c(C(F)(F)F)ccnc1Oc1ccccc1,2.2,-2.2,2,0,-0.3,-4,-4,0,-0.4

Screening data deposited in PubChem BioAssay by several laboratories.
